NCI-60 one-dose screen, 48 h, at 10 µM unless noted. Numbers give growth in % (100 = growth as untreated, 0 = no growth, -100 = all killed).
SNB-75 = SNB-75 CNS cancer; hit rate 5% among 79,000; AID 1794750
CAKI-1 = CAKI-1 renal cancer | AID 1794772 | hit rate 4.7% among 75,000
RXF 393 = RXF 393 renal cancer cells; hit rate 6.9% among 77,000
SF-539 = SF-539 CNS cancer. AID 1794752. hit rate 6.8% among 81,000
ACHN = ACHN renal cancer; AID 1794771; hit rate 4.9% among 81,000
SF-268 = SF-268 CNS cancer cells | AID 1794759 | hit rate 3.1% among 82,000
A498 = A498 renal cancer cells; AID 1794774; hit rate 5.4% among 76,000
SNB-19 = SNB-19 CNS cancer cells | hit rate 2.5% among 81,000
* marks the source's active call; other numbers are inactive results; . = not tested or not shown; & = joins results of further samples; [ ] = dose if it differs, or a comment. How the source made its calls: active means growth percent below 10; inactive means the rest.

Every second line gives: SNB-75 | CAKI-1 | RXF 393 | SF-539 | ACHN | SF-268 | A498 | SNB-19
COc1cc(-c2nc3sccn3c2-c2ccnc(NCCNS(=O)(=O)c3ccc(F)cc3)n2)ccc1F
 : 53 | 8.8* | . | 31 | 0.1* | 19 | 23 | 36
O=C(c1ccccc1)N(CCN1CCOCC1)C(=O)c1ccccc1
 : 97 | 92 | 102 | 95 | 106 | 102 | 96 | 114
Cc1ccc(Nc2nnc(-c3ccc(Cl)cc3)o2)cc1
 : 96 | 107 | 102 | 102 | 108 | 104 | 85 | 98
Cc1ccc(S(=O)(=O)N2CCc3c([nH]c4ccccc34)C2c2ccc(-c3nc4ccccc4[nH]3)cc2)cc1 (centres undefined)
 : 74 | 74 | 96 | 90 | 79 | 91 | 85 | 91
Clc1cc2c(cc1OCCBr)OCO2
 : 96 | 98 | 126 | 98 | 109 | 97 | 104 | 104
COc1cc(C2CC(c3cccc(Nc4ccncc4)c3)=Nc3c(N)nc(N)nc3N2)cc(OC)c1OC (centres undefined)
 : 74 | 86 | 102 | 105 | 100 | 83 | 94 | 98
COc1ccc(C(=O)c2c(N)c(C#N)cn2-c2cc(OC)c(OC)c(OC)c2)cc1
 : 93 | 89 | 109 | 101 | 93 | 102 | 84 | 97
O=C(Nc1ccc(N=Cc2c(O)[nH]c3ccccc23)cc1)Nc1ccc(S(=O)(=O)Nc2ncccn2)cc1
 : 99 | 95 | 122 | 105 | 104 | 109 | 114 | 101
CCOc1ccc(Br)cc1/C=N\N=C\c1cc(Br)ccc1OCC
 : 99 | 91 | 145 | 101 | 104 | 98 | 141 | 117
COc1ccccc1C1OC2=C(Nc3ccc(Cl)cc3N2)C1=O (centres undefined)
 : 73 | 79 | 95 | 91 | 97 | 89 | 105 | 96

Following part.
Every second line gives: SNB-75 | CAKI-1 | RXF 393 | SF-539 | ACHN | SF-268 | A498 | SNB-19
Cc1nn(-c2ccccc2)c2nc3c(nc12)C1=NCCN1C(c1ccc(Cl)cc1)N3 (centres undefined)
 : 62 | 83 | 70 | 95 | 87 | 85 | 86 | 109
O=c1/c(=C/c2ccc([N+](=O)[O-])cc2)sc2nc3ccccc3n12
 : 108 | 94 | 111 | 102 | 108 | 106 | 116 | 100
CC(=O)Nc1ccc(N=Nc2c(S(=O)(=O)O)cc3cc(S(=O)(=O)O)cc(O)c3c2O)cc1
 : 101 | 87 | 96 | 78 | 83 | 108 | 91 | 73
COc1cc(-c2nn(-c3cccc(F)c3)cc2C(=O)O)ccc1O
 : 89 | . | 117 | 96 | 108 | 85 | 109 | 104
CC1(C)CC(=O)c2c(nn(-c3ccccc3)c2-c2cn(-c3ccccc3)nc2-c2cccs2)C1
 : 80 | 51 | 105 | 96 | 86 | 84 | 92 | 91
CCNS(=O)(=O)c1ccc(Cl)cc1
 : 101 | 97 | 106 | 97 | 99 | 98 | 120 | 104
C#CCOc1ccc(/C=N/Nc2nc(-c3ccc(OC)cc3)cs2)cc1OC
 : 95 | 73 | 80 | 75 | 74 | 88 | 74 | 86
CC/C(=C(/c1ccc(Cl)cc1)c1ccc(OCCN2CCCCC2)cc1)c1ccc(OC)cc1
 : 103 | 72 | 48 | 66 | 81 | 86 | 118 | 72
O=C(Nc1ccccc1NC(=O)c1ccccc1)c1ccccc1
 : 100 | 100 | 128 | 95 | 96 | 115 | 98 | 96
O=c1c2c3c(sc2n2c(=S)[nH]nc2n1Cc1ccccc1)CCCC3
 : 97 | 105 | 97 | 100 | 100 | 93 | 96 | 98

Remaining list, next part
Every second line gives: SNB-75 | CAKI-1 | RXF 393 | SF-539 | ACHN | SF-268 | A498 | SNB-19
COc1ccc(-n2nc3c(c2-c2cc(OC)c(OC)c(OC)c2)-c2oncc2CC3)cc1
 : 57 | 58 | 89 | 96 | 78 | 88 | 73 | 93
O=C(OCCCCOC(=O)n1cnc2ccccc21)n1cnc2ccccc21
 : 96 | 93 | 107 | 102 | 101 | 99 | 89 | 98
CC(C)=C1CCC(C)C/C1=N\NC(N)=S (centres undefined)
 : 92&95 | 86&110 | 107&103 | 94&103 | 108&114 | 102&116 | 92 | 101&107
O=C(O)CC1=CCCCC1
 : 90 | 98 | . | 98 | 91 | 93 | 75 | 97
O=C1N[C@@H](Cc2c[nH]c3cc(-n4cc(C[C@@H]5NC(=O)[C@@H]6CCCN6C5=O)c5ccccc54)ccc23)C(=O)N2CCC[C@@H]12
 : 86 | 98 | 98 | 99 | 95 | 104 | 96 | 102
CC[C@@H](C)[C@H](NC(=O)Cn1cc(CN)nn1)C(=O)O
 : 106 | 98 | 111 | 100 | . | 108 | 105 | 103
Nc1nc2c(s1)C(c1cccnc1)CC(=O)N2 (centres undefined)
 : 99 | 102 | 105 | 99 | 101 | 106 | 97 | 102
Cc1ccc(-n2c(-c3ccccc3)c(-c3ccccc3)c3c4n(c(=S)nc32)CCN4)cc1
 : 76 | 74 | 103 | 93 | 95 | 91 | . | 79
COC(=O)[C@@H]1[C@H](O)[C@H](C)[C@H](O)[C@H](C)/C=C\C=C(C)C(=O)Nc2c(C)c(OC(C)=O)c3c(c2O)C(=O)C(C)=C2OCOC(=C23)C(C)=C[C@@](C)(O)[C@H](O)[C@@H](C)[C@H]1OC(C)=O
 : 87 | 116 | 106 | 101 | 122 | 108 | 141 | 113
O=C(O)c1cccc(Cc2cccc(C(=O)O)c2)c1
 : 89 | 105 | 103 | 113 | 111 | 97 | 77 | 95

(listing goes on)
Every second line gives: SNB-75 | CAKI-1 | RXF 393 | SF-539 | ACHN | SF-268 | A498 | SNB-19
N#Cc1ccc(-c2nn(-c3ccc(C(=O)O)cc3)cc2CNc2cccc(Br)c2)cc1
 : 101 | 73 | . | 39 | 67 | 52 | 94 | 52
COc1ccc(CCC(=O)N2CC(C)OC(C)C2)cc1OC1CCCC1 (centres undefined)
 : 99 | 94 | 121 | 101 | 112 | 98 | . | 102
COc1cccc(C2CC(c3ccc(Nc4nc(Nc5ccc(Cl)cc5)nc(Nc5ccc(Cl)cc5)n4)cc3)=NN2C(C)=O)c1 (centres undefined)
 : 96 | 88 | 96 | 96 | 118 | 109 | 104 | 91
N#Cc1c(NC(=O)c2ccc([N+](=O)[O-])o2)[n+]([O-])c2cc(F)c(F)cc2[n+]1[O-]
 : 114 | 113 | 1.4* | 137 | 109 | 120 | 151 | 121
CCOC(=O)CCC(=O)Oc1ccc2c(c1OC(=O)CCC(=O)OCC)C(=O)c1ccccc1C2=O
 : 61 | 178 | 81 | 104 | 100 | 83 | 152 | 96
O=C(Cn1cc(COn2nnc3ccccc32)nn1)Nc1cc(F)ccc1F
 : 77 | 89 | 115 | 98 | 105 | 99 | 106 | 100
NC(=O)c1cccc(-n2ccc3cc(NC(=O)c4cccc(C(F)(F)F)c4)ccc32)n1
 : 76 | 59 | 62 | 61 | 81 | 90 | . | 89
Oc1ccccc1N=Cc1cc(-c2ccccc2)nn1-c1ccccc1
 : 94 | 98 | 97 | 110 | 97 | 102 | 104 | 99
CCn1c(SC)nnc1-c1cc2c([nH]c3ccccc32)c(-c2cccc(O)c2)n1
 : -23* | 25 | -33* | -9.1* | 31 | 32 | -2.2* | 53
COc1ccc(C2=NN(c3ccccc3)C(c3ccc(OCc4ccc(C)cc4)c(OC)c3)C2)cc1OC (centres undefined)
 : 83 | 77 | 79 | 80 | 89 | 89 | 117 | 80

Sorted by molar mass (ascending): part of the list above
Every second line gives: SNB-75 | CAKI-1 | RXF 393 | SF-539 | ACHN | SF-268 | A498 | SNB-19
CC(C)=C1CCC(C)C/C1=N\NC(N)=S (centres undefined)
 : 92&95 | 86&110 | 107&103 | 94&103 | 108&114 | 102&116 | 92 | 101&107
CC[C@@H](C)[C@H](NC(=O)Cn1cc(CN)nn1)C(=O)O
 : 106 | 98 | 111 | 100 | . | 108 | 105 | 103
O=c1/c(=C/c2ccc([N+](=O)[O-])cc2)sc2nc3ccccc3n12
 : 108 | 94 | 111 | 102 | 108 | 106 | 116 | 100
COc1cc(-c2nn(-c3cccc(F)c3)cc2C(=O)O)ccc1O
 : 89 | . | 117 | 96 | 108 | 85 | 109 | 104
Oc1ccccc1N=Cc1cc(-c2ccccc2)nn1-c1ccccc1
 : 94 | 98 | 97 | 110 | 97 | 102 | 104 | 99
COc1ccc(C(=O)c2c(N)c(C#N)cn2-c2cc(OC)c(OC)c(OC)c2)cc1
 : 93 | 89 | 109 | 101 | 93 | 102 | 84 | 97
COc1ccc(-n2nc3c(c2-c2cc(OC)c(OC)c(OC)c2)-c2oncc2CC3)cc1
 : 57 | 58 | 89 | 96 | 78 | 88 | 73 | 93
CC1(C)CC(=O)c2c(nn(-c3ccccc3)c2-c2cn(-c3ccccc3)nc2-c2cccs2)C1
 : 80 | 51 | 105 | 96 | 86 | 84 | 92 | 91
N#Cc1ccc(-c2nn(-c3ccc(C(=O)O)cc3)cc2CNc2cccc(Br)c2)cc1
 : 101 | 73 | . | 39 | 67 | 52 | 94 | 52
CCOC(=O)CCC(=O)Oc1ccc2c(c1OC(=O)CCC(=O)OCC)C(=O)c1ccccc1C2=O
 : 61 | 178 | 81 | 104 | 100 | 83 | 152 | 96
COC(=O)[C@@H]1[C@H](O)[C@H](C)[C@H](O)[C@H](C)/C=C\C=C(C)C(=O)Nc2c(C)c(OC(C)=O)c3c(c2O)C(=O)C(C)=C2OCOC(=C23)C(C)=C[C@@](C)(O)[C@H](O)[C@@H](C)[C@H]1OC(C)=O
 : 87 | 116 | 106 | 101 | 122 | 108 | 141 | 113

Further entries.
Every second line gives: SNB-75 | CAKI-1 | RXF 393 | SF-539 | ACHN | SF-268 | A498 | SNB-19
C1CNC(C2=NCCN2)=N1
 : 100 | 99 | 113 | 99 | 109 | 94 | 108 | 112
CCN(CC)CCCCNc1ccnc(N)n1
 : 84 | 95 | 105 | 99 | 105 | 98 | . | 103
O=C(Nc1ccc2ncnc(Nc3nccs3)c2c1)c1cccs1
 : 77 | . | 36 | 79 | 54 | 63 | 36 | 89
C=C(C)CCC(C)N1CCC(N2CCC(C(=O)NCCc3ccccc3)CC2)CC1 (centres undefined)
 : 105 | 89 | 48 | 69 | 72 | 58 | 72 | 102
NC(=S)CN1CCOCC1
 : . | 96 | 115 | 111 | 103 | 102 | 90 | 104
Cc1cc(Br)cc(Br)c1OCC(=O)O
 : 90 | 100 | 112 | 101 | 105 | 102 | 119 | 110
CCCCC[C@H]1CC=C2C(=O)C=C[C@@H]2CC=CCCCC(=O)O[C@@H](CCCCC)CC=C2C(=O)C=C[C@@H]2CC=CCCCC(=O)O[C@@H](CCCCC)CC=C2C(=O)C=C[C@@H]2CC=CCCCC(=O)O1
 : 49[8.75 µM] | . | -65*[8.75 µM] | -8.6*[8.75 µM] | -12*[8.75 µM] | 14[8.75 µM] | -14*[8.75 µM] | 9.3*[8.75 µM]
CCN1CCN(CCCNc2nccc(-c3cn(-c4ccccc4)nc3-c3ccc(Cl)c(O)c3)n2)S1(=O)=O
 : 81 | 117 | 80 | 98 | 88 | 91 | . | 110
COc1ccc(C(=O)N2CCN(C(=O)c3cc(OC)c(OC)c(OC)c3)CC2)cc1OCCCN1C(=O)c2cccc3cccc(c23)C1=O
 : 90 | 110 | 112 | 107 | 100 | 100 | 75 | 97
COc1ccc(C2N(c3cc(Cl)cc(Cl)c3)N=C(C(C)=O)N2[C@@H]2[C@@H](OC(C)=O)O[C@@H](COC(C)=O)[C@H](OC(C)=O)[C@H]2OC(C)=O)cc1 (some centres undefined)
 : 69 | 69 | . | 82 | 64 | 64 | 46 | 72

Carrying on.
Every second line gives: SNB-75 | CAKI-1 | RXF 393 | SF-539 | ACHN | SF-268 | A498 | SNB-19
Cc1cccc2cc(C3CNC(=O)c4ccccc4N3)c(=O)[nH]c12 (centres undefined)
 : 87 | 100 | 106 | 95 | 99 | 100 | 103 | 114
Cc1cc(-c2ccccc2)c(-c2ccccn2)c2ccccc12
 : 87 | . | 92 | 99 | 101 | 109 | 99 | 91
Cc1[nH]c(-c2cccc(N)c2)c2c1C(=O)CCCC2
 : 28 | 28 | 91 | 76 | 68 | 83 | 67 | 74
COc1ccc(C(=O)/C=C/c2cccnc2Nc2cc(OC)c(OC)c(OC)c2)cc1
 : 21 | 32 | 13 | 4.7* | 16 | 15 | . | 36
CCCCCCCCCCCCCCCCCCNC(=O)[C@H]1CSC(c2cccs2)N1 (some centres undefined)
 : . | 0.0* | -91* | -50* | 68 | -66* | 68 | 28
Cc1noc(NS(=O)(=O)c2ccc(NC(=S)/N=C/C(C(=O)c3ccccc3)=C(\O)c3ccccc3)cc2)c1C
 : 89 | 100 | 112 | 99 | 103 | 97 | 102 | 108
CCOC(=O)/C(F)=C/C1CC1Cc1ccc(OC)cc1 (centres undefined)
 : 131 | 95 | 112 | 99 | 100 | 106 | 116 | 97
CC1CCCC(C)(C)C1NCCOC(=O)c1ccc(N)cc1 (centres undefined)
 : 93 | 97 | 95 | 108 | 104 | 104 | 95 | 104
COc1cc(C2CC(c3cccc(Nc4ccncc4)c3)=NN2C(C)=O)cc(OC)c1OC (centres undefined)
 : 67 | 79 | . | 89 | 100 | 94 | 94 | 93
